IkB signaling = IkB Signaling; ABC-DLBCL IkBa-CBG/CBR dual luciferase ratio, 4 h; response scale: scaled: untreated 0%, proteasome inhibitor 100%; Potency, µM (top dose mostly 57.1 µM), for the others: at the top dose IkBa stabilization activation; hit rate 0.04% among 110,000; AID 445, 2006; active means well fitted curve in the direction sought with a large enough effect in the signal ratio, not every such curve was filed as active; inconclusive means small, poorly fitted or top-dose-only effect, or a change in a side signal; the % refers to the signal ratio;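 further: the direction sought is a rising ratio; 0% = basal untreated cells and 100% = reference inhibitor full response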
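In this assay, an IκBα–CBG68 fusion accumulates when IKK-driven degradation is blocked; native CBR normalizes for cell number. OCI-Ly3 cells were treated 4 h with compound and doxycycline, then green and red light read after Chroma-Glo addition.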
Imprint erasure = qHTS Assay for Compounds that Induce Erasure of Genomic Imprints. mouse ES Peg3-LacZ reporter, beta-gal luminescence, 40 h. hit rate 0.02% among 110,000. Potency, µM (doses to about 60.7 µM), for inactives: top-dose activity change, positive = activation, hits mostly activators. AID 1948, 2009;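 further: 0% = negative control wells on the plate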
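Imprint erasure is scored as LacZ activity from the silenced maternal Peg3 allele in feeder-free female ES cells cultured 40 h with LIF. Luminescence is normalized to in-plate negative controls and fitted to the Hill equation.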
p53ts 39C kill = qHTS Screen for Compounds that Selectively Target Cancer Cells with p53 Mutations: Cytotoxicity of p53ts Cells at the Nonpermissive Temperature; H1299-p53A138V viability at 39C, ATP luminescence, 24 h; Potency, µM (highest dose often 46.1 µM), inactives show top-dose activity change, negative = cell killing, hits mostly cytotoxic; hit rate 1.5% among 130,000; AID 902, 2007; further: nearly all actives have a fitted effect of over 55% in size
p53ts 32C kill = qHTS Screen for Compounds that Selectively Target Cancer Cells with p53 Mutations: Cytotoxicity of p53ts Cells at the Permissive Temperature; H1299-p53A138V at 32C, ATP luminescence viability, 24 h; Potency, µM (titrated, usually from 46.1 µM), inactives show top-dose activity change, negative = cytotoxicity, hits mostly cytotoxic; hit rate 0.93% among 130,000;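 further: 0% = DMSO and -100% = full killing by reference compound; nearly all actives have a fitted effect of over 55% in size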
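ATP-content luminescence (ATPlite) read-out after 24 h compound exposure at 32C in H1299-p53A138V cells (600/well). Tested up to 46 uM. Normalized to DMSO (0%) and 100 uM tamoxifen (100% killing); Hill-fit AC50.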
An asterisk follows results filed as active; ? = inconclusive; · = no result given; & = joins results of further samples; [ ] = remark or other dose. Unless noted, the call rests on the fitted dose curve; in most records, active means well fitted curve in the direction sought with a large enough effect; inconclusive means small, poorly fitted or top-dose-only effect, or another doubt; inactive means no such curve, though single readings can be large; an effect the other way counts as inactive or inconclusive. Unless noted, on the % scale 0 is the no-effect control and ±100 the full control effect; potency means the concentration at half of the fitted maximal effect.

molecule	IkB signaling	Imprint erasure	p53ts 39C kill	p53ts 32C kill
CCCNS(=O)(=O)c1ccc(OCC(=O)N2CCOCC2)cc1	·	·	2%	-5%
Cc1ccc(NC(=O)Cn2c(=O)n(Cc3nc(-c4ccccc4)no3)c(=O)c3cc4c(cc32)OCO4)cc1F	?	5%[10.9 µM]	-4%	3%
O=C(CSc1nc2c(cnn2-c2ccc(F)cc2)c(=O)[nH]1)N1CCOCC1	-1.5%	3%	5%	10%
Cn1nc(CC(=O)Nc2ccc(N3CCN(C(=O)OC(C)(C)C)CC3)cc2)c2ccccc2c1=O	?	-24%	-14%	-15%
O=C(NC1CCCCC1)c1nc2c(nnn2Cc2ccccc2Cl)c(=O)[nH]1	3.1%	9%	12%	0%
CCCCC(CC)C(=O)NCc1ccccc1OC (configuration not stated)	0.6%	-12%	-3%	3%
COc1c(Cl)ccc(Cl)c1C(=O)OCC(=O)O	0.6%	11%	2%	2%
Cc1ccc(C2(C)NC(=O)N(Cc3c(C)noc3C)C2=O)cc1 (configuration not stated)	0.6%	-6%	-1%	6%
O=C1N=C(N2CCOCC2)SC1=C1CCCCC1	-1.3%	-43%[inhibitor]	15%	-7%
O=C(CCn1c(=O)sc2ccccc21)NCc1ccc2c(c1)OCO2	1.2%	-3%	-4%	16%
CCOC(=O)c1oc2ccc(Br)cc2c1NC(=O)CN1CCN(C)CC1	-2.1%	-5%	-17%	-5%
COc1cc(OC)c(OC)cc1/C=C/c1nc2cc3ccccc3cc2c(=O)n1-c1ccc(F)c(Cl)c1	?	-13%[10.9 µM]	-7%	4%

Looked up one by one from above (3):
molecule	IkB signaling	Imprint erasure	p53ts 39C kill	p53ts 32C kill
Cc1ccc(C2(C)NC(=O)N(Cc3c(C)noc3C)C2=O)cc1 (configuration not stated)	0.6%	-6%	-1%	6%
CCCCC(CC)C(=O)NCc1ccccc1OC (configuration not stated)	0.6%	-12%	-3%	3%
O=C1N=C(N2CCOCC2)SC1=C1CCCCC1	-1.3%	-43%[inhibitor]	15%	-7%

Next part.
molecule	IkB signaling	Imprint erasure	p53ts 39C kill	p53ts 32C kill
Cn1c(=O)c(-c2ccc(F)cc2)nc2cncnc21	1.1%[11.4 µM]	·	-10%	-18%
Cc1ccc(C)c(N2CCN(C(=O)c3ccc4c(Cl)c5c(nc4c3)CCCC5)CC2)c1	?	-5%[10.9 µM]	-17%	25%
O=C(CN1C(=O)/C(=C\c2ccc(F)cc2)Oc2ccccc21)NCc1ccco1	·	·	-4%	-3%
COc1cc(NC(=O)COC(=O)c2ccccc2F)cc(OC)c1	·	·	22%	17%
Cc1ccc(OCC(=O)N2CCN(C(=O)Cc3ccccc3)CC2)cc1	0.9%	-9%	1%	-8%
C=CC[C@@H]1C=C[C@H](O/N=C\[C@@H](C)[C@H](OCc2ccccc2)C(C)C)[C@H](CO)O1	·	·	3%[9.22 µM]	9%[9.22 µM]
CC1=CCC2C(=O)N(c3cccc(C(=O)N(C)C4CCCCC4)c3)C(=O)C2C1 (configuration not stated)	0.5%	-7%	-7%	4%
O=C(NCCCN1CCOCC1)c1ccc(CS(=O)(=O)Cc2ccc(Cl)cc2)o1	-1.3%	9%	9%	-2%
C/C(=C\c1cc(C(=O)O)c(C)o1)CO	5.8%	-28%	-5%	-3%
Cc1ccc(NC(=O)C2CCN(C(=O)NC3CCCCC3)CC2)cc1	·	·	-12%	-3%
COc1ccccc1C(=O)N(Cc1ccco1)Cc1ccccc1F	?	29%[10.9 µM]	-7%	-1%
COc1ccccc1N1CCN(C(=O)c2cnc(N3CCOCC3)c3ccccc23)CC1	4.4%	-3%[10.9 µM]	-24%	3%

Entries listed so far that contain a COOH group (two):
molecule	IkB signaling	Imprint erasure	p53ts 39C kill	p53ts 32C kill
COc1c(Cl)ccc(Cl)c1C(=O)OCC(=O)O	0.6%	11%	2%	2%
C/C(=C\c1cc(C(=O)O)c(C)o1)CO	5.8%	-28%	-5%	-3%

Other results:
molecule	IkB signaling	Imprint erasure	p53ts 39C kill	p53ts 32C kill
CC(C)CC(OC(=O)c1cccs1)C(=O)NCC1CCCO1 (configuration not stated)	0.4%	3%	-3%	-1%
COc1ccc(CNC(=O)CSc2n[nH]c(-c3ccc(F)cc3)n2)cc1	0.0%	-5%[10.9 µM]	-5%	-5%
COc1ccc(CC(=O)c2ccccc2C(=O)O)cc1	-0.6%	-10%	10µM*	?
O=C(NCCSc1c(-c2ccccc2)[nH]c2ccccc12)c1ccc(S(=O)(=O)N2CCOCC2)cc1	?	-20%[10.9 µM]	-4%	6%
Cn1cc(Cl)c(C(=O)N2CCN(c3ncccn3)CC2)n1	1.1%	?	-17%	-5%
CC1CCC(C(C)C)C(OC(=O)COC(=O)c2cccn2C)C1 (configuration not stated)	1.7%	-15%	6%	-6%
O=C(/C=C\c1ccc2c(c1)OCO2)NC1CC(=O)N(c2cccc(F)c2)C1 (configuration not stated)	-1.4%	-6%[10.9 µM]	-3%	-7%
CCOC(=O)N1CCN(C(=O)COc2ccc(S(=O)(=O)NC(C)C)cc2)CC1	-3.0%	-2%	1%	-2%
Cc1nc(C2CC(=O)OC23CCCCC3)cs1 (configuration not stated)	0.7%	8%	3%	9%
CCc1ccccc1Nc1nn2c(=O)c3ccc(C(=O)NC4CCC(C)CC4)cc3nc2s1 (configuration not stated)	?	-7%[10.9 µM]	-18%	14%
COc1ccccc1CN1CCCC2(CCN(C(=O)c3cccc(F)c3)CC2)C1	1.5%[11.4 µM]	·	-6%	-12%
Cc1nn(C(=O)c2ccccc2)c(C)c1S(=O)(=O)N1CCCCCC1	1.7%	-9%[10.9 µM]	-9%	4%
CC(C)(C)NC[C@@H](O)c1ccc(O)c(CO)n1	1.1%[11.4 µM]	-5%[10.9 µM]	1%[9.22 µM]	-12%[9.22 µM]
COc1ccc(CCNC(=O)C2CC(=O)N(C3CCCC3)C2)cc1OC (configuration not stated)	-1.6%	5%	-9%	-9%
CC(=O)Nc1ccc(-n2c(C)nc(=O)c(-c3ccccc3)c2C)cc1	0.8%	-9%	8%	1%
CC(=O)c1cc(C(=O)Nc2cccc(C)c2)c2ccccn12	9.8%	8%[10.9 µM]	-27%	-9%
COc1cc(C2CC(=O)Nc3c2c(C)nn3-c2nc(C)cc(C)n2)cc(OC)c1O (configuration not stated)	-0.5%	-5%[10.9 µM]	28%	40%[activator]
C=CCN1C(c2ccccc2)=CS/C1=C(\C#N)c1nnc2n1CCCCC2	-0.4%	-16%	5%	3%
CCOc1ccc(NC(=O)Cn2cc(S(=O)(=O)c3ccc(C)cc3)c(=O)c3cc(F)ccc32)cc1	-0.4%	-17%[10.9 µM]	-11%	-4%
COc1cccc(-c2cc(=O)c3ccccc3o2)c1N	-0.4%&3.1%	-67%&-72%[inhibitor]	5µM*	7.9µM*
Cc1ccccc1NC(=O)c1cc(N)ccc1N1CCCCC1	3.2%	-14%	-2%	8%
Cn1c(=O)cc(SCC(=O)N2CCCC2)c2cc(Cl)ccc21	1.6%	0%	-8%	-1%
CC(C)C(NC(=O)OCc1ccccc1)C(=O)OCC(=O)N1C(C)CCCC1C (configuration not stated)	1.7%	-16%	1%	4%
CC1(C)C(=O)C2C[C@]3(O)C4=CC(=O)OC(c5ccoc5)[C@]4(C)CCC3[C@](C)(C2=O)C1CC(=O)O (some centres not stated)	·	-7%	-5%	-3%

Copied from the list:
Under IkB signaling, `CC(=O)Nc1ccc(-n2c(C)nc(=O)c(-c3ccccc3)c2C)cc1` is entered as 0.8%
Under Imprint erasure, `Cc1ccccc1NC(=O)c1cc(N)ccc1N1CCCCC1` is entered as -14%
Under Imprint erasure, `C=CCN1C(c2ccccc2)=CS/C1=C(\C#N)c1nnc2n1CCCCC2` is entered as -16%

The listing continues.
molecule	IkB signaling	Imprint erasure	p53ts 39C kill	p53ts 32C kill
CCc1ccccc1NC(=O)NC(CC)Cn1nnc2ccccc2c1=O (configuration not stated)	2.2%	-7%[10.9 µM]	16%	14%
O=C(NCCNC(=O)c1ccco1)c1cccc(F)c1	1.7%	2%	-1%	1%
COc1ccc2c(Sc3ccc(Cl)cc3)c(C(=O)NCCCN3CCCCC3)[nH]c2c1	?	-21%[10.9 µM]	13%	16%
COC(=O)c1ccc(NC(=O)c2cc(S(=O)(=O)N3CCOCC3)cn2C)cc1	?	-12%[10.9 µM]	6%	1%
Cc1cccc(NC(=O)C2CCCN(S(=O)(=O)c3cnc[nH]3)C2)c1C (configuration not stated)	-0.5%	-7%[10.9 µM]	-17%	22%
Cc1ccccc1OCC(=O)Nc1c(C)ccc2nsnc12	-2.6%	-7%[10.9 µM]	-21%	12%
O=C(O)c1cccc(C[C@H](Br)C(=O)O)c1	0.3%[11.4 µM]	2%[10.9 µM]	11%[9.22 µM]	3%[9.22 µM]
O=C1OC(N2CCN(C(=O)c3ccco3)CC2)c2ccccc21 (configuration not stated)	-0.2%	-1%	4%	-2%
COc1ccc(N2CCN(C(=O)c3c(C)oc4ncn(CC(C)C)c(=O)c34)CC2)cc1	2.2%	23%[10.9 µM]	9%	0%
CC1Cn2c(CCc3ccccc3)nnc2S1 (configuration not stated)	1.4%	-8%	12%	0%
O=C(CSc1ncccc1-c1nc2ccccc2[nH]1)N1CCCCC1	?	-12%	-8%	-7%
CC(C)(C)OC(=O)N1CCC(c2c(C(=O)N3CCC(c4ccccc4)C3)cnn2-c2cccc(Cl)c2)CC1 (configuration not stated)	-0.1%	-18%[10.9 µM]	-22%	25%
CCOC(=O)C1CCCN(CCC(=O)Nc2ccc3c(c2)CCC3)C1 (configuration not stated)	0.0%	-11%	-12%	-15%
Cc1ccc2c(N)c(C)ccc2c1	1.1%	27%	-8%	-8%
C1=C(CCNc2nnnn2-c2ccccc2)CCCC1	?	-23%	-7%	3%
CCOC(=O)c1[nH]c(C)c(C(=O)Nc2cccc(Cl)c2C)c1C	-0.1%	-20%	1%	2%
COc1ccc(NC(=O)C2CCCN2S(=O)(=O)c2ccc3c(c2)CCC(=O)N3)cc1Cl (configuration not stated)	?	-12%	-1%	2%
CCOC(=O)c1oc2ccc(S(=O)(=O)n3nc(-c4ccc(C)cc4)cc3N)cc2c1C	?	-22%[10.9 µM]	1%	13%
CC(C)OC(=O)CSc1nnc(Cc2ccccc2)n1Cc1ccco1	-0.6%	-4%	0%	-3%
Cc1nc(COC(=O)c2ccc(S(=O)(=O)N3CCCC3)cc2)cs1	0.8%	-6%	-9%	9%
Cc1ccc(S(=O)(=O)NC(CC(=O)N2CCOCC2)c2ccco2)cc1 (configuration not stated)	0.7%	3%	1%	6%
CCOC(=O)c1ccc(NC(=O)N(CC)CC)cc1	0.6%	-19%	?	?
CC(C)CNc1nc(Oc2ccc(OCC(N)=O)nn2)nc(N2CCOCC2)n1	0.2%	-8%[10.9 µM]	-1%	0%
Cc1ccc(-n2c3nc(=O)n(C)c(=O)c-3cc3ccccc32)c(C)c1	?	?	47%[activator]	3%
Clc1ccc(-n2ncc3c(NCc4ccc5c(c4)OCO5)ncnc32)cc1	-2.6%	-19%	5%	-4%
CCOc1ccc2nc(NC(=O)c3nc(SCc4ccc(C)cc4)ncc3Cl)sc2c1	0.1%	-10%[10.9 µM]	?	0%
CCS(=O)(=O)N1CCc2cc(C(=O)Nc3cccc(C)c3C)ccc21	?	-19%[10.9 µM]	-10%	-10%

Part of the list above in order of count of non-hydrogen atoms, smallest number first.
molecule	IkB signaling	Imprint erasure	p53ts 39C kill	p53ts 32C kill
Cc1ccc2c(N)c(C)ccc2c1	1.1%	27%	-8%	-8%
C1=C(CCNc2nnnn2-c2ccccc2)CCCC1	?	-23%	-7%	3%
CCOC(=O)c1[nH]c(C)c(C(=O)Nc2cccc(Cl)c2C)c1C	-0.1%	-20%	1%	2%
CCOc1ccc2nc(NC(=O)c3nc(SCc4ccc(C)cc4)ncc3Cl)sc2c1	0.1%	-10%[10.9 µM]	?	0%
